# MITF TRPM1 inh: MITF TRPM1 promoter inhibition in SK-MEL-5 cells. SK-MEL-5 TRPM1 promoter luciferase, 24 h. inhibition, % at 12.5 µM. 0.83% of 330,000 active. AID 488899;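 active means mean inhibition across replicates of 60% or more, whatever share of single replicates reaches that level; inconclusive means some that reach 60%, reason not given; inactive means mean inhibition across replicates below 60%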; further: values of inactives mirror those of a sister screen read the other way
# hiPSC survival: hiPSC single-cell survival enhancement | ATPlite luminescence; 100% = ROCK inhibitor wells, 0% = DMSO | survival enhancement, % at 20 µM | 0.044% of 360,000 active; in the data active means survival enhancement above about 18%;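 further: cells exposed to compounds for 16 hours before the ATP read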
# HIF-2a inh: inhibitors of HIF-2a | inhibition, % at 18.8 µM | 0.72% of 360,000 active | 786-0 RCC cells HIF-2a reporter, luciferase luminescence, overnight;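 active means inhibition of the luminescence signal of 40% or more relative to plate controls, in a single-dose primary screen at 18.75 µM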
# NR2E3 ag-1: NR2E3 (human) agonism; Q9Y5X4; GST-NR2E3/biotin-RetCOR TR-FRET, 1536-well; inhibition of corepressor binding, % at 4.78 µM; 0.12% of 320,000 active; AID 2300;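 active means percent inhibition above the cutoff of mean plus 3 SD of all tested compounds, set per screening campaign, cut at about 20% in these data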;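 further: 0% = DMSO wells and 100% = biotin wells as full block of FRET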
# Target sequence (Q9Y5X4 whole entry, looked up): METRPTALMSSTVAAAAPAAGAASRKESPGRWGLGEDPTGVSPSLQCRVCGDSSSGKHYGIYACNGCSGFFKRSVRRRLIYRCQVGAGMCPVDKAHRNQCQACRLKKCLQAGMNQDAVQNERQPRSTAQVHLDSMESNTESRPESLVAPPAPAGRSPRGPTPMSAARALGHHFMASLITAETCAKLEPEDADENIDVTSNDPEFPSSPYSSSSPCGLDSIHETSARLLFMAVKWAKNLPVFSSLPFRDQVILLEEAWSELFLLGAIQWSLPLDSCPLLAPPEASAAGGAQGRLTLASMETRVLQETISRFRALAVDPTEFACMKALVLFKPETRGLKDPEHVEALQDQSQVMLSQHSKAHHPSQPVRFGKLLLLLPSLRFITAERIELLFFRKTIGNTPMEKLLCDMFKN
#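 Format: 1536-well format; test system: GST-NR2E3 and biotin-RetCOR proteins; read-out basis: percent inhibition of TR-FRET ratio; timing: 5 h incubation at 4 °C; detection: time-resolved FRET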
# CF NFkB inh: blocks PAF-induced NF-kB reporter in cystic fibrosis cells; KKLEB NF-kB-GFP reporter, GFP fluorescence overnight; inhibition, % at 5 µM; 0.86% of 360,000 active; AID 588850;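 active means at least 50% inhibition at 5 µM, scaled per plate between neutral and stimulator controls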;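 further: PAF is a Pseudomonas aeruginosa culture filtrate used as stimulus; plate controls were PAF-stimulated DMSO wells for no effect and unstimulated DMSO wells for full effect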
# Shn3 3UTR inh: Schnurri-3 reporter inhibition in Clone20 osteoblasts | inhibition, % at 12.5 µM | 0.52% of 360,000 active | Clone20 osteoblast Shn3 3'UTR firefly luciferase, 24 h;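 active means mean inhibition of at least 75% with every replicate also reaching 75%; inconclusive means mean inhibition at least 75% but some replicate below; inactive means mean inhibition below 75%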;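 further: 0% = median of neutral control wells and 100% = pilot-screen positive control compound; some compounds past the cut are filed as inactive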
# NR2E3 ag-2: agonists of human NR2E3 nuclear receptor; Q9Y5X4; CHO-S Gal4-NCOR/VP16-NR2E3 two-hybrid, luciferase; inhibition of corepressor binding, % at 3.98 µM; 0.35% of 360,000 active; AID 602229;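 active means inhibition above the mean of all tested compounds plus 3 SD, cut at about 70% in these data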;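 further: 0% = DMSO with NR2E3 transfected cells and 100% = cells lacking NR2E3 construct; higher means lower luciferase signal from less NR2E3 corepressor binding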
# TRAIL sens C8: caspase-8 TRAIL sensitization; NB7+C8 cells + TRAIL, ATPlite viability luminescence; inhibition (viability loss, TRAIL sensitization), % at 10 µM; 1% of 360,000 active;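 active means compounds causing at least 50% loss of cell viability in the single-dose screen, relative to plate controls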
# EBV LMP1 NFkB: Epstein-Barr LMP1 NF-kappaB reporter inhibition | LMP1-induced NF-kappaB luciferase reporter cells, luminescence | inhibition, % at 12.5 µM | 0.69% of 350,000 active; in the data active means inhibition above about 41%; inconclusive means no clear call, values can overlap the other calls;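 further: 0% = neutral control wells and 100% = reference inhibitor control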
# KKLEB tox: CF airway cell cytotoxicity counter-screen | KKLEB CF airway cells viability, ATPlite luminescence, overnight; stronger effect = lower value; cells stimulated with P. aeruginosa culture filtrate | activity change (cytotoxicity), % at 5 µM | 0.36% of 360,000 active;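 active means corrected activity change at or below -50% at 5 µM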
# Peg3 promoter: Peg3 promoter activity inhibition | HeLa PEG-Prom luciferase reporter, luminescence, overnight | 1.7% of 360,000 active | inhibition, % at 20 µM | AID 588405;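 active means inhibition of at least 50% at 20 µM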
# Active calls of the source: *; u = inconclusive; x = no result given.
SMILES,MITF TRPM1 inh,hiPSC survival,HIF-2a inh,NR2E3 ag-1,CF NFkB inh,Shn3 3UTR inh,NR2E3 ag-2,TRAIL sens C8,EBV LMP1 NFkB,KKLEB tox,Peg3 promoter
CCOC(=O)C1=NN(c2ccc(OC)cc2)C2C(=O)N(c3ccccc3OC)C(=O)C12 (stereo unspecified),1,0.0,13,4,-16,2,-30,-5,-18,12,-5
C=CCc1ccc(OCCCCNC(C)CC)c(OC)c1 (stereo unspecified),-9,-2.1,-7,0,3,-4,10,1,-9,-5,-3
COc1ccc(C2/C(=C(/O)c3ccc(C)cc3)C(=O)C(=O)N2C)cc1 (stereo unspecified),4,0.6,27,-2,3,4,-2,-7,-8,-1,12
O=C1CC(N2CCN(S(=O)(=O)c3ccccc3F)CC2)C(=O)N1c1ccccc1Cl (stereo unspecified),5,4.5,14,4,-8,-8,0,-5,1,5,9
CC(C)Oc1ccc(/C=C(/NC(=O)c2ccccc2)C(=O)NC(Cc2ccccc2)C(=O)O)cc1 (stereo unspecified),-9,-0.1,9,0,9,0,-33,6,-3,2,14
CC1(Cc2cc(Cl)ccc2C(F)(F)F)C(=O)Nc2ccc(OC(F)(F)F)cc21 (stereo unspecified),x,-3.3,10,x,-13,4,21,22,x,-1,52*
COc1cccc(NC(=O)C(c2ccccc2)N2CCNC(=O)C2)c1 (stereo unspecified),1,-0.6,11,-2,-8,-1,-1,-10,-17,-8,6
COC(=O)c1cccc(NC(=O)C2COc3ccccc3O2)c1C (stereo unspecified),-31,0.8,-114,-2,5,-11,-9,-4,5,10,-70
COc1ccc(NC(=O)C2CCN(S(=O)(=O)c3ccc4c(c3)CC(C)N4C(C)=O)CC2)c(OC)c1 (stereo unspecified),11,-0.2,12,-5,-7,33,14,-7,4,1,10
Cc1cccc(C)c1NC(=O)CC1SC2=NCCN2C1=O (stereo unspecified),5,1.1,21,1,4,0,-16,28,-2,4,-1
COc1ccc(CN2CCN(Cc3c[nH]c4ccccc34)CC2)cc1,9,-0.6,-1,0,-1,9,-24,-23,5,-3,2
Cc1ccc(-c2csc(/C(C#N)=C(\O)CCl)n2)cc1,-84,0.9,-249,x,30,-32,-73,4,-24,-4,-257

# For reference, seven of the compounds above:
SMILES,MITF TRPM1 inh,hiPSC survival,HIF-2a inh,NR2E3 ag-1,CF NFkB inh,Shn3 3UTR inh,NR2E3 ag-2,TRAIL sens C8,EBV LMP1 NFkB,KKLEB tox,Peg3 promoter
CCOC(=O)C1=NN(c2ccc(OC)cc2)C2C(=O)N(c3ccccc3OC)C(=O)C12 (stereo unspecified),1,0.0,13,4,-16,2,-30,-5,-18,12,-5
C=CCc1ccc(OCCCCNC(C)CC)c(OC)c1 (stereo unspecified),-9,-2.1,-7,0,3,-4,10,1,-9,-5,-3
COc1ccc(C2/C(=C(/O)c3ccc(C)cc3)C(=O)C(=O)N2C)cc1 (stereo unspecified),4,0.6,27,-2,3,4,-2,-7,-8,-1,12
O=C1CC(N2CCN(S(=O)(=O)c3ccccc3F)CC2)C(=O)N1c1ccccc1Cl (stereo unspecified),5,4.5,14,4,-8,-8,0,-5,1,5,9
CC(C)Oc1ccc(/C=C(/NC(=O)c2ccccc2)C(=O)NC(Cc2ccccc2)C(=O)O)cc1 (stereo unspecified),-9,-0.1,9,0,9,0,-33,6,-3,2,14
CC1(Cc2cc(Cl)ccc2C(F)(F)F)C(=O)Nc2ccc(OC(F)(F)F)cc21 (stereo unspecified),x,-3.3,10,x,-13,4,21,22,x,-1,52*
COc1cccc(NC(=O)C(c2ccccc2)N2CCNC(=O)C2)c1 (stereo unspecified),1,-0.6,11,-2,-8,-1,-1,-10,-17,-8,6

# Arranged by the number under Shn3 3UTR inh (high to low): 3 of the compounds above.
compound	MITF TRPM1 inh	HIF-2a inh	NR2E3 ag-1	CF NFkB inh	Shn3 3UTR inh	NR2E3 ag-2	EBV LMP1 NFkB	Peg3 promoter
COc1ccc(C2/C(=C(/O)c3ccc(C)cc3)C(=O)C(=O)N2C)cc1 (stereo unspecified)	4	27	-2	3	4	-2	-8	12
Cc1cccc(C)c1NC(=O)CC1SC2=NCCN2C1=O (stereo unspecified)	5	21	1	4	0	-16	-2	-1
Cc1ccc(-c2csc(/C(C#N)=C(\O)CCl)n2)cc1	-84	-249	x	30	-32	-73	-24	-257

# Later entries:
SMILES,MITF TRPM1 inh,hiPSC survival,HIF-2a inh,NR2E3 ag-1,CF NFkB inh,Shn3 3UTR inh,NR2E3 ag-2,TRAIL sens C8,EBV LMP1 NFkB,KKLEB tox,Peg3 promoter
COC(=O)[C@@H]1OC(=O)[C@H]2O[C@@]23[C@@]1(C)CC[C@@H]1[C@@]2(C)C=CC(=O)OC(C)(C)[C@@H]2CC(=O)[C@]13C,-1,-1.2,17,5,-12,-13,-2,-9,3,7,11
O=C(CSc1ccc2nnc(-c3cccnc3)n2n1)N1CCOCC1,14,-0.8,11,4,0,5,4,-13,2,-6,9
CC1(C(=O)NCCN2CCOCC2)C=CC2(CCCCC2)N1C(=O)c1ccccc1 (stereo unspecified),-33,-2.0,-147,3,8,-56,-18,0,-1,-4,-139
COc1cccc(NC(=O)C23CCC(C)(C(=O)O2)C3(C)C)c1 (stereo unspecified),6,-1.5,-6,1,-9,-10,4,3,-6,6,4
O=[N+]([O-])c1ccc(N2CCOCC2)cc1N1CCCCC1,-3,0.3,2,-1,-14,14,4,4,2,11,-233
CCCCNC(=O)CN(C1CCCCC1)S(C)(=O)=O,17,-0.5,4,3,6,3,2,6,-9,4,4
COc1ccc(S(=O)(=O)N2CCC(C(=O)NCC3CCCCC3)CC2)cc1,-7,-0.7,13,2,-9,4,-4,-5,-9,9,6
O=C(COc1ccccc1Cl)Nn1cnnc1,11,3.3,15,1,-8,-7,-4,-7,1,-2,18
Cc1cccc(C2N=C(N)Nc3nc4ccccc4n32)c1 (stereo unspecified),-2,1.3,20,-4,1,8,-2,-15,5,-6,8
Cc1cc(NC(=O)c2cc(C3CC3)on2)n(-c2ccccc2)n1,x,1.8,-5,3,12,-16,1,-6,5,-3,6
O=C(CSc1nnc(NC(=O)Cc2ccccc2)s1)NCC1CCCO1 (stereo unspecified),14,-0.2,13,1,-6,6,-16,14,-7,-9,-5
O=S(=O)(O)c1cc2oc(-c3ccccc3)nc2c2ccccc12,19,-1.7,-21,1,-31,-8,-6,10,16,12,8
COc1cccc(CNC(=O)Cn2nc(C)c3c(C)n(-c4ccc(C)cc4)nc3c2=O)c1OC,19,1.2,16,0,6,14,-24,-2,-1,-16,29
CN(C(=O)c1cccs1)c1ccccc1C(=O)O,9,-0.6,21,-2,3,-6,4,2,-1,2,2
O=C(Nc1ccc(-c2nc3ccccc3o2)cc1)c1cc(-n2cnnc2)ccc1Cl,14,2.8,-192,-1,6,36,-8,34,-28,3,-102
O=c1cccccc1NN=C1CCCCC1,-18,-0.2,-30,-2,-5,2,-118,-4,-5,10,-13
Cc1cc(C)nc(SCC(=O)NNS(=O)(=O)c2ccc(C#N)cc2)n1,-4,1.2,17,x,2,-3,-10,8,-11,3,6
Cc1ncccc1C(=O)N1CCCC(c2cc(C(=O)Nc3ccc(C(C)(C)C)cc3)no2)C1 (stereo unspecified),x,-1.1,-27,x,10,28,17,16,x,-2,-23
Cn1c(=O)c2c(-c3ccc(C(C)(C)C)cc3)n(N3CCOCC3)cc2n(C)c1=O,12,0.8,16,0,10,16,-24,5,0,-2,16
CCCc1cc(C(=O)NCc2ccc(OC)cc2)no1,x,-1.3,-183,1,12,-44,-65,2,-22,3,-143
COc1cccc(/C=C2\N=C(C3CCCCC3)OC2=O)c1OC,0,-0.4,10,1,5,4,-15,7,2,4,9
O=C(NNS(=O)(=O)c1ccc(F)cc1)c1ccccc1,-19,-0.5,7,1,7,-13,-24,8,-4,6,10
CCN(CC)S(=O)(=O)c1ccc(N2CCN(c3ccccc3O)CC2)nc1,8,0.2,-42,5,-2,13,2,14,-4,-6,-28
Cc1ccc(-n2c(=O)c(C#N)cc3c(=O)n4cccc(C)c4nc32)cc1,3,-1.3,4,0,-21,18,-9,-14,-7,2,6

# Gathered by group: those above containing a COOH group (two)
SMILES,MITF TRPM1 inh,hiPSC survival,HIF-2a inh,NR2E3 ag-1,CF NFkB inh,Shn3 3UTR inh,NR2E3 ag-2,TRAIL sens C8,EBV LMP1 NFkB,KKLEB tox,Peg3 promoter
CC(C)Oc1ccc(/C=C(/NC(=O)c2ccccc2)C(=O)NC(Cc2ccccc2)C(=O)O)cc1 (stereo unspecified),-9,-0.1,9,0,9,0,-33,6,-3,2,14
CN(C(=O)c1cccs1)c1ccccc1C(=O)O,9,-0.6,21,-2,3,-6,4,2,-1,2,2

# Next structures follow:
SMILES,MITF TRPM1 inh,hiPSC survival,HIF-2a inh,NR2E3 ag-1,CF NFkB inh,Shn3 3UTR inh,NR2E3 ag-2,TRAIL sens C8,EBV LMP1 NFkB,KKLEB tox,Peg3 promoter
O=C(NCCc1ccccc1)C1CCCN(S(=O)(=O)c2cccs2)C1 (stereo unspecified),x,0.2,10,2,-1,-3,-11,-6,-7,-2,13
CNc1cncc(-c2ccc(CN3CCOCC3)cc2)n1,x,1.5,-144,x,1,-16,-42,6,x,-1,-102
Cc1ccc(C(=O)NCCc2ccc(S(N)(=O)=O)cc2)cc1[N+](=O)[O-],1,0.9,16,6,-16,9,9,4,7,5,7
CCc1ccccc1N1CC(C(=O)O)CC1=O (stereo unspecified),-6,2.7,8,-1,2,-1,-1,-12,1,0,9
O=C(Nc1ccc(N2C(=O)C3C4C=CC(C4)C3C2=O)cc1)Nc1nncs1 (stereo unspecified),-4,-0.9,9,2,6,-6,2,22,-10,-5,2
Cc1ccc(F)cc1NC(=O)N1CCNC(=O)C1CC(=O)Nc1cc(Cl)ccc1Cl (stereo unspecified),-20,0.5,-9,0,1,-5,-19,-9,-2,-20,12
CC1CCC2C(=O)N(c3cccc(OS(=O)(=O)c4ccccc4)c3)C(=O)C2C1 (stereo unspecified),7,3.7,4,3,-12,8,-1,21,1,7,23
O=C(O)c1cc([N+](=O)[O-])c(Nc2cccc3ccccc23)c([N+](=O)[O-])c1,19,0.3,9,-1,-4,-17,-70,-8,1,3,6
Cc1nc2ccccc2n1CC(O)COc1ccccc1Cl (stereo unspecified),9,0.0,-14,2,-2,46,26,18,19,-2,-7
CC(C)(C)C(=O)CN1C(=O)NC2(CCc3ccccc32)C1=O (stereo unspecified),3,0.4,10,-1,-2,8,-10,-3,-7,4,8
CC1(C)CC(=O)c2sc(NS(=O)(=O)c3ccccc3)nc2C1,-6,0.3,-5,1,11,-19,-16,-2,-2,-2,-10
Clc1ccc(SCc2cc(N3CCOCC3)nc(-c3ccccn3)n2)cc1,29,-0.9,23,0,19,30,95*,9,u,-13,25
CCc1ccccc1NC(=O)/C(C#N)=C/c1ccc(Sc2ccccc2)o1,-26,-1.5,-51,2,-7,-24,-10,-3,0,5,-13
COC(=O)c1cn(C(=O)c2ccc(F)cc2)c2ccccc12,6,-0.1,-4,2,13,0,-10,-12,4,1,-5

# Screening results: PubChem BioAssay, several laboratories

# An excerpt, so the mix of outcomes need not match the whole.
